Source: PubChem BioAssay
AmpC inh no detg = qHTS Inhibitors of AmpC Beta-Lactamase (assay without detergent) | P00811 | AmpC nitrocefin hydrolysis, absorbance 480 nm, 0.0001% Triton | Potency, µM (top dose mostly 57.1 µM), for the others: at the highest dose activity change, negative = inhibition, usual class: inhibitors | 330,000 tested, 0.52% active;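 further: potency means the concentration at half of the fitted maximal effect; plate controls were no compound for no effect and no enzyme for full effect; nearly all actives have a fitted effect of over 20% in size; some results filed as inactive show a strong effect at the top dose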
Target sequence (P00811 whole entry, looked up): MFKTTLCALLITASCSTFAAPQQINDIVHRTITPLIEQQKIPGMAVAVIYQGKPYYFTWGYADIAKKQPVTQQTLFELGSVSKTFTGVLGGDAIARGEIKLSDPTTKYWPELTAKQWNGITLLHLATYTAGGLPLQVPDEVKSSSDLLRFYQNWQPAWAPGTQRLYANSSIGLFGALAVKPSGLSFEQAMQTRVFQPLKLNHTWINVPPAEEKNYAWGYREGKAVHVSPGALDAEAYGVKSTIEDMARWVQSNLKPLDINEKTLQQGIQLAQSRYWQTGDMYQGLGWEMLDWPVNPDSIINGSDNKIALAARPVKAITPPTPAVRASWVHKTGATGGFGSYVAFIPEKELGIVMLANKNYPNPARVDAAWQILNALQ
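20 mM phosphate pH 7.0 + 0.01% (detergent screen) or 0.0001% Triton X-100; 5.3 nM AmpC reagent; cpd preinc 15 min RT; nitrocefin (800 uM stock) to start; A480 q20 s × 4 min; Activity was normalised to no-enzyme and no-compound control wells.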
HCV inh = qHTS Assay for Inhibitors of Hepatitis C Virus (HCV) | Huh7.5.1 HCVcc-Cre infection, luciferase reporter, 44 h | Potency, µM (series often up to 41.8 µM), inactives show at the highest dose activity change, negative = inhibition, actives largely listed as inhibitors | 340,000 tested, 3.4% active; further: potency means the concentration at half of the fitted maximal effect
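After 44 h co-culture of compound, cells and HCVcc-Cre (~0.5 moi), substrate is added for 15 min at room temperature and luciferase measured over 15 sec. Cells were seeded at 1,000/well and pre-cultured 4 h.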
AmpC inh detg = qHTS Inhibitors of AmpC Beta-Lactamase (assay with detergent) | P00811 | AmpC hydrolysis of nitrocefin, absorbance 480 nm, 0.01% Triton | Potency, µM (highest dose often 114 µM), without a hit: top-dose activity change, negative = inhibition, hits mostly inhibitors | 370,000 tested, 0.041% active | AID 485294, 2010;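 further: potency means the concentration at half of the fitted maximal effect; 0% = no-compound wells and -100% = no-enzyme wells; nearly all actives have a fitted effect of over 25% in size; some results filed as inactive show a strong effect at the top dose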
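AmpC (5.3 nM in the dispensed reagent) in 20 mM phosphate pH 7.0 with 0.01% (detergent screen) or 0.0001% Triton X-100 was preincubated with compounds for 15 min at room temperature. Nitrocefin was then added from an 800 uM solution, and hydrolysis was followed at 480 nm.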
AMA1 RON2 block = qHTS for Inhibitors of AMA1-RON; Towards Development of Antimalarial Drug Lead: Primary Screen; Plasmodium falciparum AMA1 (3D7) - RON2 peptide interaction; AlphaScreen AMA1-biotinylated RON2 peptide binding; Potency, µM (titrated, usually from 58.2 µM), without a hit: at the top dose activity change, negative = inhibition, most hits filed as inhibitors; 360,000 tested, 0.2% active;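 further: potency means the concentration at half of the fitted maximal effect; 0% = vehicle wells and -100% = peptide control; nearly all actives have a fitted effect of over 45% in size; some results filed as inactive show a strong effect at the top dose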
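AMA1 (3D7) with his tag at 25 nM final met compounds first, then biotinylated RON2 peptide at 25 nM; detection used donor plus acceptor beads, 10 µg/mL apiece, read by AlphaScreen after 30 min at room temperature.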
TbPYK inhibitor = qHTS of Trypanosoma Brucei Inhibitors; TbPYK enzyme, Kinase-Glo Plus ATP luminescence, 45 min; 410,000 tested, 0.12% active; pyruvate kinase (Trypanosoma brucei), Q57TT1; Potency, µM (titrated, usually from 76.8 µM), for inactives: top-dose activity, negative = inhibition, most hits filed as inhibitors; AID 624173, 2012; further: potency means the concentration at half of the fitted maximal effect; nearly all actives have a fitted effect of over 50% in size
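TbPYK + substrate in 50 mM TEA pH 7.2, 100 mM KCl, 10 mM MgCl2, 0.05% BSA, 0.01% Tween-20; cpd pinned; ADP 130 uM final; 45 min RT; Kinase-Glo Plus 10 min; luminescence endpoint.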
HCMV antiviral = qHTS Assay for inhibitors of the human cytomegalovirus (HCMV). HFF cells, HCMV-luciferase reporter, 72 h; active compounds read low. 410,000 tested, 4.5% active. activity change, negative = inhibition, % at 57.5 µM. AID 1259415, 2018; in the data active means activity change below about -60%; inconclusive means no clear call, values can overlap the other calls; inactive means above about -39%
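Two compound doses tested in HFFs infected with HCMV-luciferase, MOI 1 PFU/cell, 72 h at 37C. Lysate luminescence read with OneGlo; data normalized against buffer-only and 10uM Salinomycin inhibitor controls.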
LmPK inh = qHTS Assay for Inhibitors of Leishmania Mexicana Pyruvate Kinase (LmPK) | purified LmPK, Kinase-Glo ATP luminescence, 1 h | Potency, µM (highest dose often 57.5 µM), without a hit: at the highest dose activity change, negative = inhibition, actives largely listed as inhibitors | 290,000 tested, 0.37% active | AID 1721, 2009; further: potency means the concentration at half of the fitted maximal effect
Target sequence (Q27686 whole entry, looked up): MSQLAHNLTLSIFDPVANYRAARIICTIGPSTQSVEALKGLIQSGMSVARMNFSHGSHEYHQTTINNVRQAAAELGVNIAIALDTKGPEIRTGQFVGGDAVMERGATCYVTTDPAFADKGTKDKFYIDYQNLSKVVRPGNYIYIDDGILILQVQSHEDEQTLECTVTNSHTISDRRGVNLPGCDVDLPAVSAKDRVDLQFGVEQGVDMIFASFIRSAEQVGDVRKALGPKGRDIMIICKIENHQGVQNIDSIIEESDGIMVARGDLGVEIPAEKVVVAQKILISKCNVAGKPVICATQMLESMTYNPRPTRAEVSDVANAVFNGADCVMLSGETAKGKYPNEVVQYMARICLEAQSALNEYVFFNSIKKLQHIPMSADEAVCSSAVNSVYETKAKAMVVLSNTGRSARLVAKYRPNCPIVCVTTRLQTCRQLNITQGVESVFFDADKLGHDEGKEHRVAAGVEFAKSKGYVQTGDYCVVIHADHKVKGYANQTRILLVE
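Purified LmPK (0.1 nM) with 0.5 mM PEP and 0.1 mM ADP in imidazole buffer pH 7.2 with MgCl2/KCl, 1 h at room temperature. ATP formed was read by luciferase luminescence and normalized to no-enzyme and uninhibited controls.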
Active calls of the source: *; u = inconclusive; x = not tested or not shown; & = joins results of further samples; [ ] = another dose, or the depositor's remark. Unless noted, the call rests on the fitted dose curve; in most records, active means well fitted curve in the direction sought with a large enough effect; inconclusive means small, poorly fitted or top-dose-only effect, or another doubt; inactive means no such curve, though single readings can be large; an effect the other way counts as inactive or inconclusive. Unless noted, on the % scale 0 is the no-effect control and ±100 the full control effect. Not a hit list; about 7.5% have a hit in one of these screens.

SMILES	AmpC inh no detg	HCV inh	AmpC inh detg	AMA1 RON2 block	TbPYK inhibitor	HCMV antiviral	LmPK inh
C(=C\c1ccccc1)/CN1CCN(C(c2cc3ccccc3o2)c2nnnn2C2CCCCC2)CC1 (stereo not drawn)	x	x	x	1.3%	-1.0%	21.6	x
Cc1nc(-c2ccc(S(=O)(=O)NCc3ccc(F)cc3)cc2)co1	x	x	-5.0%	x	-3.6%	-5.2	x
CC1=C(C(=O)N(C(C)C)C(C)C)CC(CC(=O)NCc2cccs2)C(=O)N1Cc1ccccc1 (stereo not drawn)	x	x	x	0.7%	-19.0%	-7.0	x
COc1ccc(C(=O)C(/C=N/O)=N/Nc2ccc(F)cc2)cc1	-23.4%	3.4%	0.1%	2.1%	0.8%	9.7	-6.0%
CC(=O)N1CCN(CCN=CC2=C(O)CC(c3ccco3)CC2=O)CC1 (stereo not drawn)	-5.2%	3.9%	-13.0%	58.5%[activator]	-4.7%	13.2	-5.6%
O=C1/C(=C/c2ccc(O)cc2)CCc2ccc([N+](=O)[O-])cc21	-41.7%	16.4%	-11.4%	8.7%	2.7%	-34.0	-1.7%
COc1cccc(CC(NC(C)=O)C(=O)NC2CCN(S(=O)(=O)c3ccc(NC(C)=O)cc3)CC2)c1 (stereo not drawn)	41.0%	-11.3%	0.0%	-19.0%	-1.1%	0.0	1.4%
O=C(Cc1ccccc1)NCC(=O)N1CCCCCC1	-7.8%	14.4%	2.6%	-2.6%	0.5%	18.0	-3.4%
COc1cccc(CN2CCC(n3nccc3NC(=O)CCOc3ccccc3)CC2)c1	47.2%	-10.2%	0.8%	-11.1%	-0.3%	-24.7	4.8%
O=c1oc(-c2ccccc2)c(-c2ccccc2)c2ccccc12	x	-2.5%	x	25.4%	6.1%	-19.8	x

10 of these compounds, set out differently:
Order of results: AmpC inh no detg | HCV inh | AmpC inh detg | AMA1 RON2 block | TbPYK inhibitor | HCMV antiviral | LmPK inh
- C(=C\c1ccccc1)/CN1CCN(C(c2cc3ccccc3o2)c2nnnn2C2CCCCC2)CC1 (stereo not drawn)
  x | x | x | 1.3% | -1.0% | 21.6 | x
- Cc1nc(-c2ccc(S(=O)(=O)NCc3ccc(F)cc3)cc2)co1
  x | x | -5.0% | x | -3.6% | -5.2 | x
- CC1=C(C(=O)N(C(C)C)C(C)C)CC(CC(=O)NCc2cccs2)C(=O)N1Cc1ccccc1 (stereo not drawn)
  x | x | x | 0.7% | -19.0% | -7.0 | x
- COc1ccc(C(=O)C(/C=N/O)=N/Nc2ccc(F)cc2)cc1
  -23.4% | 3.4% | 0.1% | 2.1% | 0.8% | 9.7 | -6.0%
- CC(=O)N1CCN(CCN=CC2=C(O)CC(c3ccco3)CC2=O)CC1 (stereo not drawn)
  -5.2% | 3.9% | -13.0% | 58.5%[activator] | -4.7% | 13.2 | -5.6%
- O=C1/C(=C/c2ccc(O)cc2)CCc2ccc([N+](=O)[O-])cc21
  -41.7% | 16.4% | -11.4% | 8.7% | 2.7% | -34.0 | -1.7%
- COc1cccc(CC(NC(C)=O)C(=O)NC2CCN(S(=O)(=O)c3ccc(NC(C)=O)cc3)CC2)c1 (stereo not drawn)
  41.0% | -11.3% | 0.0% | -19.0% | -1.1% | 0.0 | 1.4%
- O=C(Cc1ccccc1)NCC(=O)N1CCCCCC1
  -7.8% | 14.4% | 2.6% | -2.6% | 0.5% | 18.0 | -3.4%
- COc1cccc(CN2CCC(n3nccc3NC(=O)CCOc3ccccc3)CC2)c1
  47.2% | -10.2% | 0.8% | -11.1% | -0.3% | -24.7 | 4.8%
- O=c1oc(-c2ccccc2)c(-c2ccccc2)c2ccccc12
  x | -2.5% | x | 25.4% | 6.1% | -19.8 | x

Later entries:
SMILES	AmpC inh no detg	HCV inh	AmpC inh detg	AMA1 RON2 block	TbPYK inhibitor	HCMV antiviral	LmPK inh
O=C(CN1CCN(Cc2ccc(F)cc2)C1=O)NCc1ccccc1Cl	x	x	-2.5%	x	-6.1%	19.6	x
COc1ccc(CNC(=O)C2COc3ccccc3O2)cc1 (stereo not drawn)	-19.3%	5.7%	u	5.4%	0.4%	139.8	-1.1%
Cc1cc(=O)oc2cc(OCCC[n+]3ccccc3)ccc12	-13.8%	-7.5%	6.5%	9.4%	-0.4%	-8.9	2.0%
Cc1ccc(C(=O)Oc2cccc(NC(=O)c3ccco3)c2)cc1S(=O)(=O)N1CCC(C)CC1	-19.0%	8.5%	u	-9.6%	4.9%	u	0.8%
COC(=O)c1ccc(C)c(-n2c(=O)n(Cc3ccccc3)c(=O)c3[nH]cnc32)c1	-16.3%	-10.8%	1.0%	-2.4%	2.6%	-20.3	-0.6%
COC(=O)CS(=O)(=O)c1cc([N+](=O)[O-])ccc1NC(=O)OC	-6.9%	10.1%	-10.5%	0.1%	1.5%	-37.0	10.2%
CCCc1cc(=O)[nH]c(SCC(=O)N(CCC#N)c2ccc3c(c2)OCCO3)n1	-1.5%	6.3%	-17.5%	-6.9%	2.1%	-23.1	x
COc1cc([N+](=O)[O-])ccc1NC(=O)Cn1ccsc1=N	-23.0%	u	-2.0%	0.8%	4.8%	24.6	3.8%
CCn1c(COc2ccccc2C)nnc1SCC(=O)CC(=O)Nc1ccccc1OC	-32.4%	u	u	22.7%	-13.6%	39.6	6.8%
COC(=O)CN(C)C1CC(=O)N(c2ccc(Cl)cc2)C1=O (stereo not drawn)	-11.9%	21.9%	u	81.9%[activator]	1.1%	49.1	-5.2%
C[C@@H]1CN([C@H](C)CO)C(=O)CCCn2nncc2CO[C@H]1CN(C)Cc1ccccc1C(=O)O	x	x	x	-1.8%	6.6%	32.4	x
COc1cccc(CNC(=O)Cn2ccc3cc(S(=O)(=O)N4CCCCCC4)ccc32)c1OC	-19.1%	u	-5.2%	4.9%	1.9%	u	5.1%
CCOc1ccc(CCNC(=O)COC(=O)c2ccccc2O)cc1OCC	0.6%	-21.8%	-10.3%	18.3%	0.0%	-26.5	10.1%
O=C(NCCCO)C(=O)Nc1c2c(nn1-c1ccc(F)cc1)CSC2	x	x	-3.3%	x	-3.2%	-5.1	x
Cc1cccc2cc(CN(CC3CCCO3)C(=O)c3ccco3)c3nnnn3c12 (stereo not drawn)	8.0%	x	-8.8%	x	x	x	-5.3%
CSc1ncc(Cl)c(C(=O)C(C#N)c2nc3c(C)cc(C)cc3c(=O)[nH]2)n1 (stereo not drawn)	-31.5%	6.8%	u	6.8%	0.6%	-34.2	0.6%
CNC(=O)COC(=O)c1cc(=O)[nH]c2ccccc12	-27.3%	18.8%	u	0.1%	-4.5%	-29.7	-1.1%
COc1ccc(C)cc1NC(=O)C(Sc1nnc(Nc2cc(C)ccc2OC)s1)c1ccccc1 (stereo not drawn)	-12.9%	10µM*	-9.1%	-0.6%[11.6 µM]	-17.9%	u	-0.9%
COc1ccc(C(=O)O)cc1OC	x	6.3%	x	-1.6%	0.9%	-5.4	x
Cc1ccc(CNC(=O)CN(c2ccc(Cl)cc2)S(C)(=O)=O)cc1	13.1%	5.5%	-10.3%	-1.1%	1.6%	18.8	0.0%
O=C(CCc1ccccc1)Nc1ccc(S(=O)(=O)Nc2nccs2)cc1	-33.5%	-6.7%	5.1%	-14.7%	1.0%	21.3	-2.9%
CN(C)CCCN(C(=O)COc1ccccc1)c1nc2c(F)cccc2s1	5.6%	-11.8%	u	2.7%	4.2%	-11.1	6.4%
Cc1ccc(S(=O)(=O)Nc2ccc(O)c(S(=O)(=O)c3ccc(C)cc3)c2)cc1	-59.9%	2.7%	-8.1%	-29.1%	-9.8%	-2.8	3.4%
CCn1cc(C(=O)Nc2ccc(C)cc2[N+](=O)[O-])c(C)n1	x	4.2%	x	-8.6%	-5.0%	u	x
O=C(CN1C(=O)NC2(CCCC2)C1=O)Nc1cc(S(=O)(=O)N2CCCCC2)ccc1Cl	-16.5%	-1.1%	x	9.4%[11.6 µM]	-6.2%	-1.5	x
O=C(NNC1OC(CO)C(O)C(O)C1O)c1cccnc1 (stereo not drawn)	-21.4%	-1.3%	-3.2%	49.5%[activator]	5.2%	-61.6*	-3.2%
CCOc1ccc(S(=O)(=O)N2CCC(C(=O)N3CCCC3)CC2)cc1C	129.2%[activator]	-3.3%	5.1%	-10.4%	-4.2%	-14.7	8.3%
O=S(=O)(c1ccc(Cl)cc1)c1snnc1-c1ccccc1	-25.7%	12.6µM*	u	-10.6%	-0.2%	-103.9*	9.2%
Cc1ccc(-c2nc(CS(=O)CC(=O)NCc3ccc(Cl)cc3)c(C)o2)cc1 (stereo not drawn)	41.7%	11.2µM*	-16.1%	0.4%	-3.5%	5.2	15.8%
Cc1nc(CNC(=O)c2cc(COc3c(F)cccc3F)on2)cs1	-21.6%	0.7%	-7.3%	23.5%	-1.3%	95.9	-0.5%
CC(C)Oc1ccc(N2CC(C(=O)Nc3ccccc3F)CC2=O)cc1 (stereo not drawn)	9.2%	3.5%	1.4%	3.0%	-2.9%	31.8	-10.9%
O=C(c1cccnc1)N1CCN(C(=O)c2cccs2)CC1	-3.0%	9.0%	u	8.1%	0.9%	12.1	-1.2%
N/C(=N\OC(=O)CCCc1ccccc1)c1ccccc1	-21.9%	8.7%	4.8%	34.2%[activator]	-2.5%	1.8	-17.5%
O=C(NCc1ccccc1)c1cnc(N2CCCCC2)c2ccccc12	x	x	-4.5%	x	-0.2%	47.3	x
Cn1c(SCC(=O)c2cc3ccccc3o2)nnc1-c1ccccc1	-47.9%	u	u	15.0%	u	-60.2*	10.6%
Cc1ccc(N2CC(C(=O)Nc3ccccc3N3CCCC3)CC2=O)cc1 (stereo not drawn)	10.0%	-11.4%	2.1%	-2.8%	-1.7%	12.9	-2.0%
COc1ccc(CC(=O)NCC(=O)N/N=C(/C)c2ccco2)cc1	-18.9%	12.9%	u	24.9%	1.7%	u	1.8%
Cc1ccc(NC(=O)C2CCCN2S(=O)(=O)c2ccc3c(c2)n(C)c(=O)c(=O)n3C)cc1C (stereo not drawn)	-24.6%	0.4%[8.37 µM]	u	3.9%	-3.4%&1.1%	11.4&3.0	-4.7%
